# Nrf2 activator: Nrf2 pathway activation. Potency, µM (titrated, usually from 46.1 µM), without a hit: at the top dose activation, most hits filed as activators. AID 624171. hit rate 0.31% among 410,000. AREc32 ARE-luciferase reporter (MCF7-derived line), luminescence, 24 h; further: % of control where 0% means no effect; nearly all actives have a fitted effect of over 65% in size
#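 ARE activation measured as luciferase luminescence (Steady-Glo, 30 min RT) in AREc32_Fluc cells after 24 hr compound exposure at 37 deg C, 5% CO2; cells seeded overnight at 1000/well in OPTI-MEM, 5% FBS.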
# EPAC2 antag: antagonists of human EPAC2; AID 720708; hit rate 0.18% among 360,000; EPAC2 GEF exchange of Rap1B-BODIPY-GDP, fluorescence; Potency, µM (top dose mostly 114 µM), inactives show top-dose activity, negative = inhibition, hits mostly inhibitors; Q8WZA2; further: on the % scale 0 is the no-effect control and ±100 the full control effect; nearly all actives have a fitted effect of over 45% in size; many of its hits are not listed in these tables
# Target sequence (Q8WZA2 whole entry, looked up): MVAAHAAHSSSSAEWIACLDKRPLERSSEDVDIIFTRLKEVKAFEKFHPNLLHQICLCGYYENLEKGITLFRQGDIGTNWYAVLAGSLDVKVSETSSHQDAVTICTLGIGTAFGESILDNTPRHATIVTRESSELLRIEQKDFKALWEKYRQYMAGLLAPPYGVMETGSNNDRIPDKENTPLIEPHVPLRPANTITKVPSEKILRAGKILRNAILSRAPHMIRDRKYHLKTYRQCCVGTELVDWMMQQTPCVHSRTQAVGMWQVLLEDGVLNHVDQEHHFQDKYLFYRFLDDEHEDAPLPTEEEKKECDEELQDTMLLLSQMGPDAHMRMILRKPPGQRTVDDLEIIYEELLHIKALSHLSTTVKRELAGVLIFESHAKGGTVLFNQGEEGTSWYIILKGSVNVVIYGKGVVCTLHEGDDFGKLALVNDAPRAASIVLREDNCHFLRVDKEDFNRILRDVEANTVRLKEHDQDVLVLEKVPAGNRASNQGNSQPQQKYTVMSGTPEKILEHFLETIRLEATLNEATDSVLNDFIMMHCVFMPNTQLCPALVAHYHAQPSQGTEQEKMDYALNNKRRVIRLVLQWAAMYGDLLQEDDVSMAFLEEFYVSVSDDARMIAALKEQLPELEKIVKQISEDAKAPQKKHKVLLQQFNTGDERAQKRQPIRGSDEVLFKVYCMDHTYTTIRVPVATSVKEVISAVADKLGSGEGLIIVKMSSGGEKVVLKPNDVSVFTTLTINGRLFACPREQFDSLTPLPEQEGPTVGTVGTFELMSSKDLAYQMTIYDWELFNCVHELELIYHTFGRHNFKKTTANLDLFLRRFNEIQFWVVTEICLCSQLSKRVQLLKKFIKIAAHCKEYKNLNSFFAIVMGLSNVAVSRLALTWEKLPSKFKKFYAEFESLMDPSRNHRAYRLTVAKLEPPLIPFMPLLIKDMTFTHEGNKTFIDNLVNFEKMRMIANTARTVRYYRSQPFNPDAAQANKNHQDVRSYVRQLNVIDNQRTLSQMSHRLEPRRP
# ATXN viability: reduces viability in counter-screen for ATXN expression inhibitors. Potency, µM (top dose mostly 56.7 µM), hits mostly cytotoxic. S2 cells (HEK-293 line with an ATXN2-luciferase reporter) viability, CellTiter-Fluor protease fluorescence, 24 h. AID 651635. hit rate 0.49% among 400,000; further: nearly all actives have a fitted effect of over 40% in size
# TGFb SMAD3 inh: blocks TGF-b signaling | hit rate 1.2% among 410,000 | Potency, µM (highest dose often 46.1 µM), inactives show top-dose activity, negative = inhibition, actives largely listed as inhibitors | HepG2 CAGA-GFP TGF-b/SMAD3 reporter, GFP fluorescence, 18 h; TGF-beta stimulated, 500 pg/mL final; further: on the % scale 0 is the no-effect control and ±100 the full control effect; nearly all actives have a fitted effect of over 65% in size
#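 Per well, imaged GFP fluorescence of HEPG2 CAGA-GFP cells gives the signal; cells get compound, then TGF-beta (500 pg/mL final), 18 h at 37 degrees C; %Activity versus -TGF-beta and +DMSO controls.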
# A549 tox: counter-screen for Nrf2 inhibitors: cytotoxicity in A549 cells | A549 ARE-Fluc cells, CellTiter-Fluor viability, 18-24 h | Potency, µM (highest dose often 46 µM), without a hit: at the highest dose activity change, negative = cytotoxicity, actives largely listed as inhibitors | hit rate 0.16% among 390,000; further: on the % scale 0 is the no-effect control and ±100 the full control effect
#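 A549 ARE-Fluc cells in 5% FBS OPTI-MEM, 5000 cells/well, rested 2 h then exposed to compounds in concentration-response for 18-24 h at 37 °C. Viability by CellTiter-Fluor fluorescence (Ex 405/Em 525) after 30 min; luciferase luminescence (BugLite, 15 min, RT) read afterwards.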
# MCF10A rereplic: inducers of DNA re-replication in MCF 10A breast cells; MCF 10A DNA re-replication, Hoechst nuclear intensity, 48 h; Potency, µM (doses to about 46.1 µM), for the others: top-dose activity, positive = re-replication, usual class: activators; hit rate 2.9% among 350,000; further: % of control where 0% means no effect; nearly all actives have a fitted effect of over 50% in size
# HepG2 viability: HepG2 cytotoxicity, counter-screen for TGF-b inhibitors; HepG2 CAGA-GFP viability, ATP luminescence, 18 h; Potency, µM (highest dose often 46.1 µM), inactives show top-dose activity change, negative = cytotoxicity, usual class: cytotoxic; hit rate 0.76% among 410,000; further: some results filed as inactive show a strong effect at the top dose
#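 HepG2 CAGA-GFP cells (1000/well, DMEM with 1% FBS) received compound, then TGF-beta at 500 pg/mL final, and were incubated 18 hours at 37 degrees C. Viability was read by CellTiter-Glo luminescence. Media-only wells were set as complete cell-killing and DMSO as no toxicity.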
# Nrf2 block: Nrf2 pathway inhibition; A549 ARE-Fluc reporter, luciferase luminescence, 18-24 h; Potency, µM (titrated, usually from 46 µM), inactives show at the highest dose activity change, negative = inhibition, hits mostly inhibitors; hit rate 2.1% among 360,000; AID 504444; further: on the % scale 0 is the no-effect control and ±100 the full control effect; nearly all actives have a fitted effect of over 60% in size
#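 Reporter: ARE-Fluc in A549. Exposure: 18-24 h, 37 °C, 5% CO2, 5% FBS OPTI-MEM. Readouts: fluorescent cytotoxicity (CellTiter-Fluor), then luminescent Nrf2 signal after BugLite.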
# ATXN2 expr inh: inhibitors of ATXN2 expression; HEK-293 ATXN2-luciferase reporter, luminescence, 24 h; Potency, µM (highest dose often 57 µM), inactives show at the top dose activity change, negative = inhibition, hits mostly inhibitors; hit rate 0.72% among 360,000; further: on the % scale 0 is the no-effect control and ±100 the full control effect; nearly all actives have a fitted effect of over 55% in size
#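 qHTS (up to 57 uM final) was run with 24 h compound exposure of reporter cells at 37 °C. Each well was multiplexed: SteadyGlo luminescence measured ATXN2-luciferase expression after a fluorogenic Gly-Phe-AFC viability readout (25 uM final).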
# An asterisk follows results filed as active; i = inactive; u = inconclusive; x = not tested or not shown; [ ] = dose if it differs, or a comment. The call rests on the fitted dose curve; in most records, active means well fitted curve in the direction sought with a large enough effect; inconclusive means small, poorly fitted or top-dose-only effect, or another doubt; inactive means no such curve, though single readings can be large; an effect the other way counts as inactive or inconclusive. Potency means the concentration at half of the fitted maximal effect. Not all compounds are listed; the hit share may differ from the screen's.
SMILES,Nrf2 activator,EPAC2 antag,ATXN viability,TGFb SMAD3 inh,A549 tox,MCF10A rereplic,HepG2 viability,Nrf2 block,ATXN2 expr inh
CCc1cc2c(cc3c(=O)n(CC(=O)NC4CCC(C)CC4)nc(CC)n32)s1 (configuration not stated),7.9%,x,x,u,0.8%,x,1.9%,u,x
CC(C)Cn1c(CCC(=O)O)ccc1-c1cccs1,0.0%,4.2%,i,-13.0%,-9.5%,1.8%,-5.3%,-3.5%,-7.8%
Oc1c(C=C2N=c3ccccc3=N2)sc(=S)n1C1CCCC1,2.3%,5.7%,i,3.7%,-2.2%,6.2%,-1.9%,2.7%,8.4%
CCNC(=S)NNC(=O)c1csc(C)c1,2.2%,1.8%,i,-17.4%,9.2%,-7.9%,-39.1%,-1.3%,1.1%
COc1ccccc1N1CCN(CC(O)COc2c(OC)cccc2OC)CC1 (configuration not stated),0.1%,2.3%,i,-1.0%,-4.6%,147.5%[0.0737 µM],-15.5%,-19.8%,-17.1%
CCCc1nc2sc3ccccc3c(=O)c2c(=O)n1Cc1ccco1,29.3%,0.3%,i,0.9%,-0.7%,4.3%,-11.4%,1.3%,-1.5%
Cc1ccc(CN2CCC(n3nccc3NC(=O)CCCc3ccccc3)CC2)o1,4.1%,-4.6%,i,8.3%,-1.6%,10.4%,-5.9%,5.8%,-10.6%
CC(C)CN(C(=O)COC(=O)c1cccn1C)c1c(N)n(Cc2ccccc2)c(=O)[nH]c1=O,-0.2%,-5.6%,i,11.6%,-0.5%,13.1%,0.9%,-5.5%,-5.8%
COc1cc(NC(=S)NCCc2c[nH]c3ccccc23)c(OC)cc1Cl,0.8%,-4.8%,i,u,-23.8%,10.6%,-48.6%,u,-9.6%
C/C(Cn1cnc([N+](=O)[O-])n1)=N/NC(=O)COc1c(Cl)cc(Cl)cc1Cl,0.0%,0.2%,i,-21.7%,1.1%,-7.0%,-20.1%,17.8%,6.6%
COC(=O)c1cn(N(C)c2ncc(C(F)(F)F)cc2Cl)c(=O)c2ccccc12,0.4%,-16.7%,i,19.7%,7.9%,21.7%,3.4%,-10.8%,-1.6%
C=CCS(=O)(=O)N1CCCC(Cc2ccccc2C)(C(=O)OCC)C1 (configuration not stated),-0.8%,-15.3%,i,18.2%,-3.5%,-3.2%,3.0%,-3.0%,x
CCCN(CCC)c1ncnc2nc[nH]c12,-1.4%,-0.1%,i,u,-0.7%,-3.1%,-2.5%,u,36.2%
CC(C)OCCCNC(=O)C(=O)Nc1ccc2nc3n(c(=O)c2c1)CCCCC3,0.8%,x,u,-4.6%,7.2%,x,0.6%,3.1%,-6.8%
CCOC(=O)C1(C(F)(F)F)N=C(C(F)(F)F)Nc2ccccc21 (configuration not stated),-0.7%,-5.3%,i,-0.2%,0.7%,-6.0%,17.0%,1.1%,-1.8%
COc1ccc(OC)c(NC(=O)C(=S)NC2CCCCC2)c1,3.5%,-3.4%,i,8.0%,-0.6%,12.4%,-11.8%,22.5%,37.7%[activator]
CCOc1ccccc1N1CCN(Cc2cccc(OC)c2OC)CC1,0.0%,-0.3%,i,-16.7%,-1.7%,2.1%,-19.1%,-5.2%,-15.3%
Cc1cc(SCC(=O)Nc2cccc(S(N)(=O)=O)c2)c(C)cc1Br,1.7%,-23.4%,i,u,0.9%,u,-49.5%,u,-35.3%
CCCC(C(=O)O)N1C(=O)/C(=C/c2cccn2C)SC1=S (configuration not stated),0.6%,5.1%,i,3.8%,-14.6%,6.9%,1.6%,5.3%,24.1%
Cc1nc(SCC(=O)N2CCCC2=O)nc(C)c1C,-0.5%,-2.4%,i,20.3%,-17.2%,-4.8%,-23.8%,2.9%,-12.4%
CCOc1ccc(N(CC(=O)NCCSCc2ccco2)S(=O)(=O)c2ccc(F)cc2)cc1,5.4%,-2.0%,i,-6.6%,-10.8%,-0.3%,0.0%,-27.4%,-2.7%
CC1(C)Cc2c(sc(NC(=O)c3ccc(S(=O)(=O)N4CCCCCC4)cc3)c2C(N)=O)C(C)(C)N1,3.2%,-2.1%,u,30.6%[activator],-15.7%,u,-41.1%,0.8%,-15.4%
NC(=S)N/N=C/c1cn(CCC(=O)O)nc1-c1cccc(Br)c1,-0.4%,-0.9%,i,-4.1%,2.4%,-17.8%,5.6%,3.1%,6.7%
COc1ccc(NC(=O)c2c[nH]n3c(=O)cc(C4CCN(C(=O)OC(C)(C)C)CC4)nc23)cc1Cl,0.5%,u,i,5.6%,-1.7%,4.0%,-3.3%,-2.3%,15.6%
O=C(NCCCN1CCN(CCCNC(=O)c2cc([N+](=O)[O-])ccc2Cl)CC1)c1cc([N+](=O)[O-])ccc1Cl,0.4%,1.0%,i,1.0%,-0.3%,13.9%,-25.6%,25.9%,8.7%
COc1ccc(-n2c(C)cc(/C=N/Nc3nnc(C)n3N)c2C)cc1,-3.4%,-11.2%,u,3.55µM*,4.6%,u,5.01µM*,-4.7%,-13.0%
CC(C(=O)Nc1ccccc1-c1ccccc1)N(C)Cc1nc2ccccc2c(=O)[nH]1 (configuration not stated),0.4%,-6.5%,i,-25.1%,-17.1%,u,-34.5%,13.8%,-32.2%
CCN(CC(=O)Nc1c(F)cccc1F)C(=O)CSc1ccccc1,-0.6%,10.9%,i,-16.7%,4.6%,-3.6%,3.2%,5.3%,-6.9%
COc1cc(CNc2nc3c(C)cc(C)cc3s2)ccc1O,16.2%,u,u,0.0%,-10.5%,u,-17.1%,-25.5%,u
O=c1cc(CCl)nc2scc(-c3ccccc3)n12,u,0.8%,i,u,2.5%,u,-66.0%,1.0%,x
Cc1ccc(F)c(NC(=O)CCc2ccccc2)c1,3.7%,-0.9%,i,0.2%,4.1%,1.2%,2.6%,u,1.2%
CC(=O)Oc1ccccc1C(=O)Nc1ccccc1C(=O)N1CCCC1,0.0%,-5.3%,i,-10.7%,7.2%,0.8%,1.5%,2.7%,-7.1%
CCOC(=O)N1CCN(Cc2cc(Cl)c3cccnc3c2O)CC1,6.6%,-10.1%,u,u,-0.4%,u,-18.7%,-1.9%,3.55µM*
C#CCOCCOCCOCCNc1nc(N2CCN(C(=O)[C@H](CCCCN)n3cc([C@@H](N)C(C)CC)nn3)CC2)nc(N2CCN(C(=O)[C@H](CCCCN)n3cc([C@@H](N)CC(C)C)nn3)CC2)n1 (some centres not stated),-0.1%,14.1%,i,-9.6%,4.0%,20.8%,1.0%,4.6%,0.3%
COc1ccc(CCNC(=O)CSC2=Nc3ccccc3C3=NC(CCC(=O)NCc4ccccc4)C(=O)N23)cc1OC (configuration not stated),5.4%,x,u,-4.0%,-0.1%,x,-11.2%,x,10.0%
Cn1c(=O)c(=O)n(C)c2cc(S(=O)(=O)Nc3ccc(Cl)c(C(F)(F)F)c3)ccc21,0.3%,x,x,-8.5%,1.0%,x,-17.8%,7.2%,x
CCCCCCOc1cccc(N)c1,2.7%,0.2%,i,-4.7%,x,-4.0%,8.0%,6.4%,4.6%
CCc1cc2c(cc3c(=O)n(CC(=O)NC4CCCCC4)nc(CC)n32)s1,-1.1%,x,x,-22.8%,-5.0%,x,0.6%,0.0%,x
CCN(CC)C(=N)/C(C#N)=N/Nc1ccc(C)cc1,5.2%,1.1%,u,18.1%,-19.1%,u,15.9%,u,46.5%[activator]
Nc1ncnc(Nc2c(F)cccc2F)n1,-0.2%,4.7%,i,17.7%,-1.6%,3.8%,7.6%,9.1%,9.4%

# With a hit mark in TGFb SMAD3 inh, among the entries above:
structure	EPAC2 antag	TGFb SMAD3 inh
COc1ccc(-n2c(C)cc(/C=N/Nc3nnc(C)n3N)c2C)cc1	-11.2%	3.55µM*

# Retrieved one by one from above:
SMILES,Nrf2 activator,EPAC2 antag,ATXN viability,TGFb SMAD3 inh,A549 tox,MCF10A rereplic,HepG2 viability,Nrf2 block,ATXN2 expr inh
O=C(NCCCN1CCN(CCCNC(=O)c2cc([N+](=O)[O-])ccc2Cl)CC1)c1cc([N+](=O)[O-])ccc1Cl,0.4%,1.0%,i,1.0%,-0.3%,13.9%,-25.6%,25.9%,8.7%
CCOc1ccccc1N1CCN(Cc2cccc(OC)c2OC)CC1,0.0%,-0.3%,i,-16.7%,-1.7%,2.1%,-19.1%,-5.2%,-15.3%
CC(C(=O)Nc1ccccc1-c1ccccc1)N(C)Cc1nc2ccccc2c(=O)[nH]1 (configuration not stated),0.4%,-6.5%,i,-25.1%,-17.1%,u,-34.5%,13.8%,-32.2%
CC(=O)Oc1ccccc1C(=O)Nc1ccccc1C(=O)N1CCCC1,0.0%,-5.3%,i,-10.7%,7.2%,0.8%,1.5%,2.7%,-7.1%
Oc1c(C=C2N=c3ccccc3=N2)sc(=S)n1C1CCCC1,2.3%,5.7%,i,3.7%,-2.2%,6.2%,-1.9%,2.7%,8.4%
C/C(Cn1cnc([N+](=O)[O-])n1)=N/NC(=O)COc1c(Cl)cc(Cl)cc1Cl,0.0%,0.2%,i,-21.7%,1.1%,-7.0%,-20.1%,17.8%,6.6%

# Next compounds:
SMILES,Nrf2 activator,EPAC2 antag,ATXN viability,TGFb SMAD3 inh,A549 tox,MCF10A rereplic,HepG2 viability,Nrf2 block,ATXN2 expr inh
OC[C@@H]1CN(Cc2ccc3c(c2)OCO3)C[C@H](n2cnc3c(NCc4ccc(F)cc4)ncnc32)O1,0.6%[9.22 µM],-21.7%,i,37.9%[activator],x,x,24.2%,x,-0.6%
COCC1CCCCN1C(=O)c1ccc2nc(Cc3ccc(OC)c(OC)c3)oc2c1 (configuration not stated),0.4%,-8.9%,i,-1.0%,-4.9%,-10.1%,7.5%,u,7.9%
COc1ccccc1C1(O)C(=O)Nc2ccccc21 (configuration not stated),0.3%,5.0%,i,2.5%,-2.0%,-3.2%,-2.0%,11.3%,-13.1%
NC(=O)CC(NC(=O)c1cccc(Br)c1)c1ccc(N2CCC(Br)CC2)c([N+](=O)[O-])c1 (configuration not stated),0.3%,-3.5%,i,u,-2.6%,-8.6%,3.4%,-17.3%,-2.3%

# Assay outcomes: PubChem BioAssay, National Center for Advancing Translational Sciences (NCATS)
